Kir21 block: blocks the mouse Kir2.1 inward-rectifier potassium channel; HEK293-Kir2.1, FluxOR thallium flux fluorescence; stronger effect = lower value; B-score at 10 µM; hit rate 0.85% among 310,000;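 active = fluorescence ratio B-score at or below minus 3 SD of library scores, with starting-brightness B-score within 2 SD, cut at about -4.2 in these data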;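 also: channel flux triggered by added potassium and thallium sulfate stimulus; B-score of peak minus minimum fluorescence over baseline after thallium stimulus; more negative B-score means stronger Kir2.1 block with less thallium influx; some compounds called inactive have numbers as strong as hits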
Target sequence (P35561 whole entry, looked up): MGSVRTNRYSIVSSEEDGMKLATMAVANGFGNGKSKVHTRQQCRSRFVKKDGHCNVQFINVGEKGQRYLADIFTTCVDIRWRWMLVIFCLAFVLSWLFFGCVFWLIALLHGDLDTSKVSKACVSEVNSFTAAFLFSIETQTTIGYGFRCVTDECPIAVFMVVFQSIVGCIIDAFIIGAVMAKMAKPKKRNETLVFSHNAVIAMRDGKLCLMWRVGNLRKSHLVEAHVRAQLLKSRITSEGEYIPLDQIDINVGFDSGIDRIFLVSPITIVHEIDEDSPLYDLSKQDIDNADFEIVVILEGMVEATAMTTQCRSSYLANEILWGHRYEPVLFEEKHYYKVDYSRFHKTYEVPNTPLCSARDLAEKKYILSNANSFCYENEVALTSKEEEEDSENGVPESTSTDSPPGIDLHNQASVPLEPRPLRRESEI
STK33 inh: human STK33 kinase inhibition; Q9BYT3; purified STK33, MBP phosphorylation, ADP-Glo luminescence; inhibition, % at 10 µM; hit rate 0.073% among 320,000;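 active = inhibition at or above 25%, using the most active replicate where run in duplicate; inactive = inhibition below 25%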
Target sequence (Q9BYT3 whole entry, looked up): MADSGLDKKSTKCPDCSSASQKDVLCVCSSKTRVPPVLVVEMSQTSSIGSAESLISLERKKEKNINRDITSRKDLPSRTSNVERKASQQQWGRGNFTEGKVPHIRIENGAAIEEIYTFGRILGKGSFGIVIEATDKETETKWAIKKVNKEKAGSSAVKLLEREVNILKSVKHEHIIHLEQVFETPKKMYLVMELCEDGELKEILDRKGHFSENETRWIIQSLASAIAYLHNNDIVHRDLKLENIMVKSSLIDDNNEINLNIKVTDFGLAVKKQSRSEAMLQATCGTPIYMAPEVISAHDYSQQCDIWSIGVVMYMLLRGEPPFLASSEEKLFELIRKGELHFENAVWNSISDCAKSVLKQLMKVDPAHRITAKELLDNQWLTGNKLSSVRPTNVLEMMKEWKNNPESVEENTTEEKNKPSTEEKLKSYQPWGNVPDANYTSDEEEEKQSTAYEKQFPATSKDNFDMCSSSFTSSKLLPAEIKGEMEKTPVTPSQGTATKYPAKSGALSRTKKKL
* marks the source's active call; other numbers are inactive results; / = no result given.

Structure | Kir21 block | STK33 inh
Cc1cccc(N2CCN(S(=O)(=O)c3ccc4c(c3)CCCN4C(=O)C3CCC3)CC2C)c1 (stereo not drawn) | 0.47 | 0.4
O=C(NN=C1CCCC1)NC1CCCCC1 | -1.1 | /
CCCOc1ccc(N2C(=O)CC(SCC(N)C(=O)OCC)C2=O)cc1 (stereo not drawn) | 0.76 | -2.4
COc1ccc(C(=O)COC(=O)C(CCSC)NC(=O)COc2ccccc2)cc1 (stereo not drawn) | 0.76 | -2.9
Cc1cc2cc(CN(Cc3ccco3)S(=O)(=O)c3c(C)ccc4nsnc34)c(=O)[nH]c2cc1C | 3.2 | 0.2
CCOC(=O)c1c(NC(=O)CN2CCCc3ccccc32)sc(C(C)=O)c1C | -0.11 | -0.1
Cc1ccc(NC(=O)NCCN2CCN(C(=O)Nc3ccc(C)cc3)CC2)cc1 | -1 | -1.1
COc1cc(/C=N/NC(=S)NCCN2CCOCC2)cc(OC)c1O | 0.59 | -1.6
CN1/C(=C\C=O)C(C)(C)c2ccccc21 | -0.14 | 1.2
CCCc1ccc(-c2cc(N)n[nH]2)cc1 | 1.1 | -0.4
COc1cc(/C=N/NC(=O)c2cccnc2)ccc1OC(=O)c1cc(OC)c(OC)c(OC)c1 | -0.49 | -0.1
CCOc1ccc(/C=C2\SC(=S)N(CCC(=O)Nc3ccc(C(=O)O)cc3)C2=O)cc1 | -1.7 | -0.7

The list continues.
Structure | Kir21 block | STK33 inh
Cc1ccc(N2C(=O)CC(Sc3nccc(C)n3)C2=O)cc1 (stereo not drawn) | 0.69 | -1.6
O=C(COC(=O)c1cccc(F)c1)NC1CC1 | 0.08 | 0.7
COc1ccc(OC)c(NC(=O)Cc2ccc(NC3=NC4CS(=O)(=O)CC4S3)cc2)c1 (stereo not drawn) | 1.6 | 0.0
COc1ccc(/C=C2\SC(=S)N(CCCC(=O)Nc3ccccn3)C2=O)cc1OC | -1.8 | 0.2
O=C(CCc1nc2ccccc2[nH]1)NCc1ccc2c(c1)OCO2 | 0.99 | 1.0
Cc1ccc(S(=O)(=O)N2CCC(C(=O)NCc3ccncc3)CC2)cc1 | 1.1 | 0.6
CC(C)Cc1n[nH]c(=O)[nH]1 | 0.3 | -1.1
CC1Cc2ccccc2N1C(=O)COC(=O)c1ccc(Cl)nc1 (stereo not drawn) | 0.17 | -0.2
COc1ccc(CN2CCC(Cc3ccccc3)CC2)c(C)c1C | 0.09 | -1.8
Cc1ccc(-c2nnc(NC3CCCC3)s2)cc1 | 2.2 | 0.9
CCn1c(=O)c(=O)[nH]c2cc(C(=O)Nc3ccc(S(=O)(=O)N4CCCC4)cc3)ccc21 | 0.18 | 0.9
Cc1c(Cl)c(C(F)F)nn1CC(=O)NC1C(=O)N2C(C(=O)O)=C(CSc3nnnn3C)CSC12 (stereo not drawn) | 0 | /

More entries
Structure | Kir21 block | STK33 inh
O=C(NC(=O)N1CCN(c2ccc(F)cc2)CC1)c1ccccc1 | 2.5 | -2.1
c1cncc(-c2nnc(-c3cccnc3)nn2)c1 | -0.2 | -1.6
COC(=O)c1ccc(CN2C(=O)NC(Cc3c[nH]c4ccccc34)C2=O)cc1 (stereo not drawn) | -2.5 | -0.2
COc1ccc(Oc2c(-c3ccc(O)cc3O)n[nH]c2C)cc1 | -5.7* | 1.5
CCOc1ccccc1C(=O)OCC(=O)NCC1CCCCC1 | -1.9 | 0.4
O=C(NCCc1c[nH]c2ccccc12)c1cc([N+](=O)[O-])cc([N+](=O)[O-])c1 | 0.86 | -0.9
O=S(=O)(NCc1ccccc1)c1cccc2cccnc12 | -0.47 | -1.8
CC(C)CN1CCN=C1N(C)C | / | 0.0
CCCCNc1c2c3c(cccc3n(C)c1=O)C(=O)c1ccccc1-2 | -12 | -1.3
O=C(c1cccs1)N1CCN(C(=O)N2CCOCC2)CC1 | 0.13 | 0.8
O=C(CSC1=NCCS1)Nc1ccc(S(=O)(=O)NC2CCCCC2)cc1 | -0.15 | 0.3
CN(CC1CCOCC1)C(=O)CC1C(=O)NCCN1Cc1ccccc1F (stereo not drawn) | -0.27 | 0.8

Following part
Structure | Kir21 block | STK33 inh
Cc1ccc(CN2CC(C(=O)Nc3cc(S(C)(=O)=O)ccc3Cl)CC2=O)cc1 (stereo not drawn) | 0.24 | -1.4
CCC(CC)NC(=O)/C=C/c1cccc([N+](=O)[O-])c1 | -0.88 | -2.2
Fc1ccc(Nc2nc(-c3ccncc3)nc3ccccc23)cc1F | -0.51 | -1.7
Cc1cc(OC(C)C(=O)NCC2CCC(C(=O)O)CC2)c2c(C)cc(=O)oc2c1 (stereo not drawn) | 0.3 | -0.9
CCOc1ccc(NC(=O)CN(C)C(=O)CCC2CCCCC2)cc1OCC | / | -2.1
CCCOc1cccc(C2C(C(=O)c3cccs3)=C(O)C(=O)N2Cc2cccnc2)c1 (stereo not drawn) | 0.14 | -0.2
O=C(NCCCc1ccccc1)c1cc(COc2ccc(F)cc2Cl)on1 | -1.1 | 1.4
CC(C)CCNC(=O)C(NS(=O)(=O)c1ccc2c(c1)c(=O)n(C)c(=O)n2C)c1ccccc1 (stereo not drawn) | -0.28 | -1.7
CCc1nc(NCCC(C)C)c2nnn(Cc3ccccc3)c2n1 | -0.01 | -1.3
CC(C)NC(=O)c1ccc2c(c1)N(CC(=O)Nc1ccccc1F)C(=O)C(C)(C)O2 | 1.5 | -1.6
N#CCSCC(=O)Nc1ccc(Br)cc1 | -0.43 | 0.0
COc1ccc(-c2ccc(-c3noc(-c4ccccc4F)n3)c(OC)n2)cc1 | -0.14 | /

An excerpt from above in order of SMILES length, descending:
Structure | Kir21 block | STK33 inh
Cc1cc2cc(CN(Cc3ccco3)S(=O)(=O)c3c(C)ccc4nsnc34)c(=O)[nH]c2cc1C | 3.2 | 0.2
CCn1c(=O)c(=O)[nH]c2cc(C(=O)Nc3ccc(S(=O)(=O)N4CCCC4)cc3)ccc21 | 0.18 | 0.9
CC(C)NC(=O)c1ccc2c(c1)N(CC(=O)Nc1ccccc1F)C(=O)C(C)(C)O2 | 1.5 | -1.6
Cc1ccc(CN2CC(C(=O)Nc3cc(S(C)(=O)=O)ccc3Cl)CC2=O)cc1 (stereo not drawn) | 0.24 | -1.4
O=C(NCCCc1ccccc1)c1cc(COc2ccc(F)cc2Cl)on1 | -1.1 | 1.4
O=C(NC(=O)N1CCN(c2ccc(F)cc2)CC1)c1ccccc1 | 2.5 | -2.1

Following part
Structure | Kir21 block | STK33 inh
CCOc1cc(C(=O)OCC(=O)NC(C)c2ccccc2)ccc1OCC(=O)N1CCOCC1 (stereo not drawn) | 0.97 | -0.6
COc1ccc(Nc2nc(OC)nc(OC)n2)cc1 | -0.51 | 2.6
O=C(CCc1nnc2ccc(NCc3ccco3)nn12)N1CCN(c2ccccc2F)CC1 | 1.2 | -1.9
Cc1cc(OCc2nc(-c3ccncc3)no2)cc(C)c1Cl | -0.01 | -2.4
CCc1ccc(/C=C(\C#N)C(=O)NC2CCS(=O)(=O)C2)cc1 (stereo not drawn) | / | -0.2
CSc1nsc(SC)c1C(=O)Nc1ccc(C)cc1 | 1.9 | 0.3
CC(C)C(NC(=O)OCc1ccccc1)C(=O)N1CCOCCOCCOCC1 (stereo not drawn) | 1.1 | -2.7
Cc1cc(/C=C2/SC(=O)NC2=O)c(C)n1-c1ccc(N2CCOCC2)cc1 | 0.09 | -0.3
COc1cc(OC)cc(C(=O)NNC(=O)c2cc(S(=O)(=O)N3CCOCC3)ccc2F)c1 | / | 0.3
C#CCOCCOCCOCCNc1nc(N2CCN(C(=O)C(Cc3ccc(O)cc3)n3cc(C(N)CC(C)C)nn3)CC2)nc(N2CCN(C(=O)C(Cc3cc4ccccc4[nH]3)n3cc(C(N)Cc4ccc(O)cc4)nn3)CC2)n1 (stereo not drawn) | 1.6 | -1.4
CC(=O)c1cccc(S(=O)(=O)N2CCCC(c3nc4c(nnn4Cc4ccccc4Cl)c(=O)[nH]3)C2)c1 (stereo not drawn) | 1.5 | /
O=C(NCc1ccco1)C(=O)NCC1OCCN1S(=O)(=O)c1ccc(F)cc1 (stereo not drawn) | -0.97 | -0.6

Other records follow.
Structure | Kir21 block | STK33 inh
O=C(CSc1nnc(-c2cccs2)o1)N1CCCc2ccccc21 | 1.1 | -0.5
CC(=O)N1N=C(c2ccccc2)CC1c1ccccc1 (stereo not drawn) | 1.2 | -2.3
CN(C)S(=O)(=O)c1cccc(NC(=S)N/N=C/c2ccc(O)c(O)c2O)c1 | -5.4* | /
O=C(N=Nc1c(O)[nH]c2ccc([N+](=O)[O-])cc12)c1cc(-c2ccccc2Cl)nc2ccccc12 | -0.02 | 0.2
COc1ccc(C2CC(C(F)(F)F)n3nc(C(=O)Nc4ccc5c(c4)OCO5)cc3N2)cc1 (stereo not drawn) | 0.01 | -0.6
CCc1ccc(C(=O)NC(=S)Nc2ccc(N3CCOCC3)cc2)cc1 | 2.2 | 0.1
CC(C)(C)OC(=O)C[C@H]1C/C=C\C[C@@H](CC(=O)N[C@@H](CO)Cc2ccccc2)C(=O)N2CCC[C@H]2COC1=O | / | 0.1
CCOc1ccc(N(CC(=O)NC2CC2)S(=O)(=O)c2ccc(C)cc2)cc1 | -0.72 | -0.9
COc1ccccc1CCNS(=O)(=O)c1cc2c3c(c1)C(C)C(=O)N3CCC2 (stereo not drawn) | -5.7* | -2.4
COc1ccc(NS(=O)(=O)c2cccc(NC(=O)CCS(=O)(=O)c3ccccc3)c2)cc1 | 0.07 | 0.3
O=C1CC(c2ccccc2)CC(=O)N1c1ccc(C(F)(F)F)cc1 | / | -0.1
O=C(O)[C@H](O)[C@@H](O)C(=O)O | / | 0.9

Following part
Structure | Kir21 block | STK33 inh
COc1ccc(C(=O)NC(=S)Nc2ccc(N3CCCC3)cc2)cc1 | 1.1 | -0.4
COCCNC(=O)Cn1c(=O)n(CCCCCC(=O)Nc2ccccc2)c(=O)c2sccc21 | 0.09 | -1.3
COC(=O)c1cccc(Nc2ncnc3ccc(C)cc23)c1 | -0.01 | -1.4
CCOc1ccc2[nH]c3c(=O)n(CCc4ccc(OC)cc4)cnc3c2c1 | -0.71 | -1.7
COc1ccc(OCC(=O)NC(=S)Nc2ccc(S(=O)(=O)Nc3cc(OC)nc(OC)n3)cc2)cc1 | 0.75 | -0.2
CC(=O)N(CN1C(=O)c2ccc([N+](=O)[O-])cc2C1=O)c1ccc(F)cc1 | -0.8 | -0.4
O=S(c1ccc2ccccc2c1)c1cnns1 (stereo not drawn) | / | -0.7
COc1ccccc1CN1CC(C(=O)NCCCc2ccc(F)cc2)CCC1=O (stereo not drawn) | -0.26 | -0.5
Cc1cccc(-n2nnnc2SCC(=O)c2cc(C)n(Cc3ccco3)c2C)c1 | -2.2 | -1.3
COc1ccc(CN2CCN(C(C)C(=O)NC(C)c3ccc(F)cc3)CC2)cc1F (stereo not drawn) | 1.1 | -0.4
CC(NC(=O)c1cc2c(=O)n(C)c3ccccc3c2n1C)c1ccc2c(c1)OCCO2 (stereo not drawn) | 2.7 | 1.1
O=C(NCCCc1ccccn1)C1CCC(=O)N(Cc2cccc(F)c2)C1 (stereo not drawn) | -1.9 | 0.6

(list continues)
Structure | Kir21 block | STK33 inh
CC(=O)c1ccc(S(=O)(=O)N2CCN(C(=O)C3CCCC3)CC2)cc1 | 0.03 | 0.3
CCOC(=O)c1cccc(S(=O)(=O)N2CCOCC2)c1 | 0.8 | -0.8
CCCCc1ccc(NC(=S)NCc2cccnc2)cc1 | -1.3 | -1.7
CC(=O)NC(Cc1ccc(C(C)C)cc1)C(=O)NC1CCN(C(=O)c2cccc(C)c2)CC1 (stereo not drawn) | -1.4 | -0.6
COC(=O)CCC(=O)OC1(C)C(=O)C2=CN(C3CCCC3)C(c3ccc(OC)cc3)=CC2=C(Br)C1=O (stereo not drawn) | 0.42 | 3.3
O=C(NNS(=O)(=O)c1ccc(Cl)cc1Cl)c1cc2ncc(C(F)(F)F)cc2s1 | 0.55 | 0.3
Cc1cc(=O)c(C(=O)O)nn1-c1ccccc1C(F)(F)F | -0.67 | 0.5
C/C(CCc1ccco1)=N/NC(=O)CCC(=O)Nc1cccc(Cl)c1 | -0.9 | 0.1
CN(C)S(=O)(=O)c1cccc(NC(=O)CN2C(=O)C3C4C=CC(C4)C3C2=O)c1 (stereo not drawn) | 1.4 | -1.4
CC1(C)N=C(N)N=C(N)N1c1ccc(C(=O)O)cc1 | 1.5 | -1.3
CCOC(=O)C1CCCCN1Cc1cc(OC)ccc1OC (stereo not drawn) | -2.7 | -0.8
OC(c1ccccn1)(c1ccccn1)c1ccccn1 | 0.2 | -2.4

Other results follow.
Structure | Kir21 block | STK33 inh
CCOC(=O)c1sc(NC(=O)CC)nc1C | 0.06 | 1.9
COc1ccc(C2(C)NC(=O)N(Cc3cc(Cl)cc4c3OCOC4)C2=O)cc1OC (stereo not drawn) | -0.46 | 0.8
Oc1ccc(Oc2ccc3c(C(F)(F)F)cc(C(F)(F)F)nc3n2)cc1 | -0.32 | 0.4
Cc1ccc(NC(=O)Cc2ccccc2)c(C)c1 | -1.4 | 0.0
O=C(Nc1ccc(S(=O)(=O)N2CCOCC2)cc1)c1ccccc1Br | 0.43 | 0.8
CCCCn1c(N)c(N(CC(C)C)C(=O)CC2CCCC2)c(=O)[nH]c1=O | -0.22 | -3.6
C/C(=N\NC(=O)c1nn(C)c(C)c1Br)c1ccc(NC(=O)C2CCCC2)cc1 | 0.96 | 0.3

One compound at a time, as listed above:
`COc1cc(/C=N/NC(=O)c2cccnc2)ccc1OC(=O)c1cc(OC)c(OC)c(OC)c1` is entered as Kir21 block: -0.49; STK33 inh: -0.1
`C/C(=N\NC(=O)c1nn(C)c(C)c1Br)c1ccc(NC(=O)C2CCCC2)cc1` is entered as Kir21 block: 0.96; STK33 inh: 0.3

Bioassay records (PubChem)
